Xi reactivation: X-chromosome reactivation activator. XiGFP mouse fibroblasts, % GFP-positive cells imaging, 3 d; cells co-treated with 5-aza-dC sensitizer; scaled so ellipticine positive control = 100%. activation, % at 7.58 µM. 360,000 tested, 0.055% active. AID 743238;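 active = mean normalized replicate activation at least 10% and every replicate at or above 10%; inconclusive = only one of the two criteria met; inactive = mean below 10% and not all replicates reach 10%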;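 also: 0% = median of on-plate neutral control wells and 100% = ellipticine 6 µM median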
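System: 68-5-11 XiGFP fibroblast line; Timing: 3 days compound exposure; Compound dosing: one concentration, pinned; Benchmarks: positive control ellipticine, 6 µM final; Buffer or medium: DMEM containing 5-aza-dC.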
RAD52 inh: RAD52 (human) annealing inhibition | inhibition, % at 18.7 µM | 360,000 tested, 0.46% active | recombinant RAD52 DNA annealing, FRET fluorescence | P43351;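 active = every replicate showing at least 50% inhibition; inconclusive = mean inhibition at least 50% but not in every replicate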
GSIS activator: primary screen for activators of insulin secretion dependent on glucose, INS-1E cells, GLuc reporter luminescence | INS-1E GLuc reporter insulin secretion, 2-3 h | activation, % at 16.6 µM | AID 743287 | 370,000 tested, 0.61% active;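 active = lowest replicate activation of at least 40%, so every replicate reaches that level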;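 also: 0% = median of neutral control wells and 100% = median of IBMX positive control wells; some compounds called inactive have numbers as strong as hits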
RAD54 inh: inhibitors of human RAD54 branch migration | Q92698 | RAD54 Holliday junction branch migration, FAM/BHQ fluorescence | inhibition, % at 10.4 µM | 360,000 tested, 0.14% active;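 active = mean normalized replicate activity at least 40 and at least half of replicates scoring 40 or more; inconclusive = only one of the two criteria met; inactive = mean below 40 and under half of replicates reaching 40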;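 also: 0% = median of neutral control wells and 100% = median of positive control wells; inhibitors cause a drop in the FAM fluorescence signal; in these data hits start at about 50%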
Target sequence (Q92698 whole entry, looked up): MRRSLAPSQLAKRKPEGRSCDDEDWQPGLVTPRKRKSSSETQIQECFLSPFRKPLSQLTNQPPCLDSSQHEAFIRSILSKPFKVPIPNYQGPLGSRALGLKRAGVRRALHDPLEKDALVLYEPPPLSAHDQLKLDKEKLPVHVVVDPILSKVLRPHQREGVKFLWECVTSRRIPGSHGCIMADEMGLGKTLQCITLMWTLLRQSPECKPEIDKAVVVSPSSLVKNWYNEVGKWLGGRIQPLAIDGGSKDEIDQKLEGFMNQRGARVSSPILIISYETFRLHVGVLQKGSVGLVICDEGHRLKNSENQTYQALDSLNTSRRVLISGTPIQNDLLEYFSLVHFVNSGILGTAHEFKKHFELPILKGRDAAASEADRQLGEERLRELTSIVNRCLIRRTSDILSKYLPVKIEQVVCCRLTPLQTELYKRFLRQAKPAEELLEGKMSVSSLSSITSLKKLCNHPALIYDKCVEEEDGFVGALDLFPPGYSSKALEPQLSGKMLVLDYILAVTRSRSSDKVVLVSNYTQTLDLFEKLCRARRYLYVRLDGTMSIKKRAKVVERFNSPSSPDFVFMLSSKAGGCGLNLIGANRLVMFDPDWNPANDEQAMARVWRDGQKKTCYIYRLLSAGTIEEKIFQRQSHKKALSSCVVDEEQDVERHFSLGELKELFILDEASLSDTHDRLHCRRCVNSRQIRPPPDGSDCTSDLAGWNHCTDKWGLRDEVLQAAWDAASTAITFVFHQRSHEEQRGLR
E-selectin induc: induces E-selectin expression in human endothelial cells | 260,000 tested, 0.37% active | activation, % at 7.58 µM | HUVEC E-selectin immunofluorescence imaging; normalized: neutral wells 0, TNF-alpha wells 100 | P16581;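 active = mean E-selectin-positive cell signal at least 10% of the positive control, reached in at least 60% of replicates, without over 20% cell loss; inconclusive = no rule given, readout overlaps actives, possibly toxicity-flagged; inactive = the rest, including those meeting only one limit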;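 also: in these data hits start at about 27%; measured in HUVEC primary endothelial cells; signal is the percent of cells scored E-selectin positive by PE staining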
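Test system: HUVEC; input: 3,000 HUVEC/well; measured by: immunofluorescence imaging; read-out: % PE-positive cells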
F508del corr: correctors of CFTR F508del function in bronchial epithelial cells | CFBE cells, YFP halide quenching; stimulated with forskolin plus potentiator P3; % fluorescence drop versus neutral controls | activity (quench increase), % at 7.58 µM | 350,000 tested, 0.36% active | AID 720511;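 active = mean added fluorescence quench of at least 8% versus neutral control, with both replicates also reaching 8%; inconclusive = only one of the mean or replicate conditions met; inactive = mean below 8% and not both replicates reaching 8%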;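 also: cells transiently co-express mutant CFTR-F508del with the halide-sensitive YFP; corrector assay measuring rescue of mutant channel to the surface after 24 h compound exposure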
DENV2 CPE: inhibitors of DENV2 cytopathic effect; DENV2-infected cells, cytopathic effect rescue, plate reader; CPE inhibition, % at 9.99 µM; 350,000 tested, 1.7% active; AID 651640; in the data active = CPE inhibition above about 20%, passing the limit was not always enough; inconclusive = no clear call, values can overlap the other calls; tested in BHK-21 cells;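 also: 0% = median of neutral control wells and 100% = median of positive control wells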
Casp6 inh: inhibitors of human caspase-6; P55212; 350,000 tested, 0.53% active; purified caspase-6, Z-VEID-R110 cleavage fluorescence; inhibition, % at 12.5 µM; AID 686996;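 active = mean inhibition across replicates at least about 35%, with every replicate also reaching that limit, limit read from the data; inconclusive = only one of the two criteria met; inactive = neither criterion met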;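 also: 0% = median of neutral control wells and 100% = no fluorescence left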
Active calls of the source: *; ? = inconclusive; · = no result given.

smiles	Xi reactivation	RAD52 inh	GSIS activator	RAD54 inh	E-selectin induc	F508del corr	DENV2 CPE	Casp6 inh
COc1ccccc1-c1cnc(C(O)c2ccc(C(C)(C)C)cc2)[nH]1 (stereo not drawn)	0.3	-4	-10	2	0.2	-0.8	5	4
O=C(/C=C/c1ccc(Br)o1)OCc1nc2ccsc2c(=O)[nH]1	·	-38	5	10	·	·	·	38*
CC(N=Cc1cc([N+](=O)[O-])ccc1O)c1ccccc1 (stereo not drawn)	0.0	7	-6	4	-0.3	-1.3	-6	2
Cc1ccc(C2C(C(N)=S)=C(N)OC3=C2C(=O)CC(C)(C)C3)cc1 (stereo not drawn)	0.0	·	6	·	1.4	0.2	·	·
C[C@H](CO)N1C[C@H](C)[C@@H](CN(C)S(=O)(=O)c2cccs2)Oc2ccc(NC(=O)C3CCCCC3)cc2CC1=O	0.0	-11	-7	8	0.2	-0.3	4	2
COC(=O)CSc1ccccc1C(=O)OC	·	1	0	4	·	5.4	11	2
Cc1cc(NN)nc2ccc(Cl)cc12	0.0	-10	0	·	·	1.3	-5	0
COc1ccc(NS(=O)(=O)c2cccc(C(=O)NN=Cc3ccc(O)c(OC)c3)c2)cc1	0.0	-15	7	3	-0.1	-1.5	16	0
Cc1ccnc(NS(=O)(=O)c2ccc(NS(=O)(=O)c3cc(Cl)ccc3Cl)cc2)n1	0.0	-34	-4	-4	·	-0.9	-2	·
CCOC(=O)C1CCN(C(=O)c2cc3cc(F)ccc3[nH]2)CC1	0.1	4	-7	-14	·	-2.4	-5	-4
C[C@@H]1CN([C@@H](C)CO)C(=O)c2ccccc2-c2ccccc2CO[C@H]1CN(C)S(=O)(=O)c1ccc(Cl)cc1	-1.5	-6	-25	4	0.9	-0.7	0	0
CCOC(=O)c1[nH]c2c(c1-c1ccccc1)C(=O)CC(c1ccc(Cl)cc1)C2 (stereo not drawn)	0.1	7	3	2	0.2	-0.6	-13	-1
CC(=O)N(C)C[C@H]1Oc2cc(-c3cccc(F)c3)ccc2S(=O)(=O)N([C@H](C)CO)C[C@H]1C	-0.5	5	14	12	0.3	3.1	-2	-2
CCOC(=O)C1=C(COC(=O)C2CC(=O)N(CCc3ccccc3)C2)NC(=O)NC1C (stereo not drawn)	-0.1	-15	-3	-4	-0.8	-2.8	3	1
CCCN(C)C[C@H]1OCCCC[C@@H](C)Oc2ccc(NC(=O)Cc3ccccc3)cc2C(=O)N([C@@H](C)CO)C[C@H]1C	0.6	·	-18	·	0.0	-2.0	·	·
CN1C(=O)c2cc(NS(C)(=O)=O)ccc2OC[C@H]2O[C@@H](CC(=O)NC3CCCCC3)CC[C@H]21	-0.1	5	-3	2	0.2	·	4	-2
COc1ccc(NC(=O)N(C)C[C@H]2Oc3c(NC(=O)c4ccncc4)cccc3C(=O)N([C@@H](C)CO)C[C@@H]2C)cc1	-0.6	9	12	6	-0.1	-4.3	1	3
CNC(=S)NNC(=O)c1cc(C(C)(C)C)nn1Cc1ccc(F)cc1	0.4	-4	-21	·	2.8	-1.0	-4	2
CCN(CC(=O)Nc1c(F)cccc1F)C(=O)/C=C/c1c(C)nn(-c2ccc(F)cc2)c1C	0.0	-17	0	2	0.2	-1.0	·	-3
CC(C)(C)OC(=O)NCCCC[C@H](NC(=O)c1nc[nH]c1C(=O)NCc1ccccc1)C(=O)OC(C)(C)C	0.0	-8	·	3	0.1	-0.3	19	-3
COC(=O)c1ccc(NC2=C(Cl)C(=O)OC2OC(=O)c2ccccc2)cc1 (stereo not drawn)	0.3	-10	-19	-5	0.9	2.4	3	1
N#C/C(=C\c1ccc([N+](=O)[O-])o1)C(=O)Nc1ccc(F)cc1	0.0	-121	-7	·	2.8	-0.1	·	7
Cc1c(N=N/C(C(=O)Nc2ccccc2)=C(/O)c2ccccc2)c(=O)n(-c2ccccc2)n1C	0.0	-191	0	·	-4.7	-6.2	-5	2
N#Cc1cc2cc3c(cc2nc1SCC(=O)N1CCOCC1)OCCO3	0.1	-24	7	-10	·	0.2	0	0
C[C@@H]1CN([C@@H](C)CO)C(=O)c2cccc(NS(=O)(=O)c3cn(C)cn3)c2O[C@@H]1CN(C)Cc1ccncc1	-1.3	8	18	1	-1.9	0.4	?	-1
CCOC(=O)C1=C(COC(=O)CNC(=O)c2ccccc2F)NC(=O)NC1C (stereo not drawn)	0.0	-3	15	·	-0.2	1.2	5	1
Cc1noc(C)c1NC(=O)N(C)C[C@H]1Oc2ccc(NC(=O)Nc3ccc(C(F)(F)F)cc3)cc2C(=O)N([C@@H](C)CO)C[C@@H]1C	-0.2	-14	4	2	0.0	-1.4	-2	1
NC(COCc1ccccc1)c1csc(Nc2ncccn2)n1 (stereo not drawn)	0.1	-6	21	4	0.1	0.4	1	-2
O=C(CN1c2cccc3cccc(c23)S1(=O)=O)NC1CCCCC1	0.3	-17	10	2	·	3.4	-1	-1
CCCC(=O)Nc1ccc2c(c1)OC[C@H](C)NC[C@H](C)[C@H](OC)CN(C)C2=O	-0.1	-8	16	-1	0.0	-1.0	-1	·
CCCn1c(=O)c(C(=O)NCCCc2ccccc2)c(O)c2ccccc21	0.0	-3	-14	-3	4.3	0.3	-5	0
N/C(Cn1cncn1)=N\NC(=O)c1ccc(Cl)cc1Cl	0.0	-18	-4	·	·	-1.2	-1	0
COc1cccc(CNS(=O)(=O)c2cc3c4c(c2)CCN4C(=O)CC3)c1	-0.1	-11	0	3	-0.1	-0.2	2	2
CCC(C(=O)NCc1ccco1)N(C(=O)CNS(=O)(=O)c1ccccc1)c1ccccc1C (stereo not drawn)	0.0	-8	-17	·	·	-0.8	10	1
COc1cc2c(cc1OC)C(c1ccc(Br)cc1)NC(=O)C2 (stereo not drawn)	-0.1	-26	·	1	·	·	-1	-3
C[C@@H]1CN([C@H](C)CO)C(=O)c2cc(NS(=O)(=O)c3ccccc3)ccc2O[C@@H]1CN(C)Cc1ccc(C(F)(F)F)cc1	-0.9	-1	-24	-6	0.5	-1.5	-12	3
CC1CCCC(C)N1C(=O)CNCc1ccc2c(c1)OCO2 (stereo not drawn)	0.1	-11	5	6	0.1	1.2	-2	-2
FC(F)(Cl)c1nnc2ccc(Cl)nn12	0.0	-24	9	·	·	0.9	-1	-2
CCCNC(=O)Nc1ccc2c(c1)C(=O)N(C)C[C@@H](OC)[C@H](C)CN(S(C)(=O)=O)[C@H](C)CO2	0.1	6	9	·	0.0	0.0	6	-8
COc1cnc(-c2ccccn2)nc1Sc1ccccc1	0.3	3	-23	·	·	1.4	-6	-1
CN(C)C(CNC(=O)c1cccc(S(=O)(=O)NCc2ccccc2)c1)c1ccccc1 (stereo not drawn)	1.2	23	0	4	·	-6.7	-17	-162
S=c1[nH]nc(COc2ccccc2)n1/N=C/c1ccc(Br)cc1	-0.1	4	-13	-4	0.0	-3.2	2	-1
C/C=C/c1ccc([C@@H]2[C@H]3CN(C(=O)Nc4ccccc4F)CCCCN3[C@H]2CO)cc1	0.0	-13	-1	2	-0.1	-2.7	10	-8
CC(=O)c1cccc(CN2CCCC(CCC(=O)NCc3ccc(C)o3)C2)c1 (stereo not drawn)	0.1	-7	-11	-14	·	·	0	-11
O=C(c1cc(-c2ccc(Cl)cc2)on1)N1CCCC1	0.1	-5	1	9	·	-0.3	-4	-2
NNC(=O)c1cnn(-c2ccccc2)c1C(F)(F)F	0.1	-1	2	-8	1.7	-2.5	-4	-3
COc1ccc(S(=O)(=O)N2CCC(C(=O)Oc3ccc(C)cc3)CC2)cc1OC	0.2	-11	29	0	-2.4	3.6	-2	0
CCc1nc2ccc(C(=O)NC3CCN(Cc4ccccc4)CC3)cn2c1N(CC)Cc1cccc(Br)c1	-0.2	-84	·	-2	-0.1	-1.4	0	3
CC#CCN1c2ccccc2[C@]23C[C@@H](C(=O)OC)N(C(=O)NCCBr)C2=NC(C(=O)OC)=C(C(=O)OC)[C@H]13	-0.3	-32	-7	-1	0.0	3.0	-4	0
COc1cc(C(=O)Oc2cccc(/C=N/NC(=O)c3cccnc3)c2)cc(OC)c1OC	0.1	-24	11	2	·	-1.7	-1	-5
O=C(Nc1ccc([N+](=O)[O-])cc1)Nn1cnnc1	-0.1	-14	5	-1	0.2	-0.2	1	1
COc1ccc(OC)c(NC(=O)c2sc3nc(C)cc(C)c3c2N)c1	0.0	-6	-3	2	0.7	-0.6	10	-4
COc1ccccc1-c1cnc(C(O)c2ccc(Cl)cc2C)[nH]1 (stereo not drawn)	0.0	-32	-21	2	0.1	0.6	2	7
O=c1[nH]c(=O)c2nnc(N/N=C\c3ccc(O)cc3)nc2[nH]1	0.1	-2	8	·	·	·	13	8
COc1ccc(C2/C=C\CN(Cc3ccco3)CC(=O)N2Cc2ccc(F)cc2)cc1 (stereo not drawn)	0.0	-48	-13	-1	-0.2	-2.1	2	1
CN(C)S(=O)(=O)c1ccc(=S)[nH]c1	-0.1	3	5	·	·	-0.5	-4	3
COc1cccc(S(=O)(=O)N2CC[C@@H]3[C@H]2c2cc(C#Cc4cccnc4)ccc2N[C@@H]3CO)c1	0.1	-17	21	-2	0.4	2.3	-8	-1
COc1ccc(S(=O)(=O)N[C@@H]2C=C[C@H](CC(=O)NCCc3ccncc3)O[C@@H]2CO)cc1	-0.3	-30	-6	5	-0.5	-6.0	2	-9
CCOc1ccc(NC(=O)CCC(=O)NNS(=O)(=O)c2ccccc2[N+](=O)[O-])cc1	0.0	-9	2	·	10	4.4	0	-2
COC(=O)Cn1c(=NC(=O)c2ccc(S(=O)(=O)N3CCOCC3)cc2)sc2cc(S(N)(=O)=O)ccc21	0.1	-20	5	0	-2.5	4.9	-9	2
CCOC(=O)C/C(=N\Nc1ncnc2ccccc12)c1ccccc1	0.3	-14	10	-4	0.1	1.4	-1	17

Assay outcomes (PubChem BioAssay)
